HKDC1 inhibitor – HKDC1 hexokinase inhibitors, primary screen, biochemical, fluorescence, uHTS. recombinant HKDC1, G6PDH/diaphorase resazurin coupled fluorescence. inhibition, % at 20 µM. 340,000 compounds, 0.16% hits;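 active = inhibition above about 35% when tested at 20 µM, limit read from the data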;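 note: plate controls were DMSO wells with enzyme for no effect and DMSO wells lacking enzyme for full effect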
Target sequence (Q2TB90 whole entry, looked up): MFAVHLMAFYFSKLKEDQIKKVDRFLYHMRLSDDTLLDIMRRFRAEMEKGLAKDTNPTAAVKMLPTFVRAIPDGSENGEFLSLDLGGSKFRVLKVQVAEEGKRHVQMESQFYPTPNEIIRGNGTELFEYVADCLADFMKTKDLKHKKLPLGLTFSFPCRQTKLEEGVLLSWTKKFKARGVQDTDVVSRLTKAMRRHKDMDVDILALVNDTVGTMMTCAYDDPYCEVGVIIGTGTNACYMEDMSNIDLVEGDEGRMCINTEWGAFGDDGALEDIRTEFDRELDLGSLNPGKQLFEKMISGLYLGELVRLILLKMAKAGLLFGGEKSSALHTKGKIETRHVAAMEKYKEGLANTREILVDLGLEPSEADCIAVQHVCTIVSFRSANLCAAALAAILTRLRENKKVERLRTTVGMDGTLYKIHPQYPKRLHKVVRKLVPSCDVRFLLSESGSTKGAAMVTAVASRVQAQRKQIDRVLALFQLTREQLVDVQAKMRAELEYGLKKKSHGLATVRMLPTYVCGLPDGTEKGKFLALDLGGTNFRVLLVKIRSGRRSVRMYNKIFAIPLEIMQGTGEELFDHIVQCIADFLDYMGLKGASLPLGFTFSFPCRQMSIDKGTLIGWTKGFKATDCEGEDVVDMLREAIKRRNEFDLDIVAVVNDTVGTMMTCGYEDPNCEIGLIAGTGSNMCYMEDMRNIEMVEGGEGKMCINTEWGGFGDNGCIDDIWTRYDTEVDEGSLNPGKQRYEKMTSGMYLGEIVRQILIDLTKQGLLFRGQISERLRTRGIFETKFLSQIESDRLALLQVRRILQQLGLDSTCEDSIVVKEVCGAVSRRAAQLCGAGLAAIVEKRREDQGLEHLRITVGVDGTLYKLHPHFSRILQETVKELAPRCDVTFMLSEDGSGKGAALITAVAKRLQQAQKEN
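Assay system: recombinant HKDC1 hexokinase; detection: coupled resazurin fluorescence, excitation 525 nm, emission 613 nm; benchmarks: DMSO-plus-enzyme-mix negative control, buffer-substituted positive control; compound dosing: single 20 µM dose; schedule: 90 min at room temperature in dark; also added: glucose plus 1 mM ATP as hexokinase substrates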
SENP8 block-1 – human SENP8 protease inhibitors, primary screen, biochemical, fluorescence, Nedd8 protein substrate, uHTS. recombinant SENP8. inhibition, % at 20 µM. 360,000 compounds, 0.64% hits. AID 602440, 2012; in the data active = inhibition mostly above about 40%, no sharp cut-off; inactive = mostly below about 27%
Target sequence (Q96LD8 whole entry, looked up): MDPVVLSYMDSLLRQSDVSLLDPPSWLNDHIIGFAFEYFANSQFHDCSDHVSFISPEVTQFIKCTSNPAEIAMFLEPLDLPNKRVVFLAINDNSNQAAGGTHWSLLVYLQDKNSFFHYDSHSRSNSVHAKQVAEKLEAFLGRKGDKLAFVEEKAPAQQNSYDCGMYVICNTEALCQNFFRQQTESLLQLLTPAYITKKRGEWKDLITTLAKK
SENP6 block – SENP6 protease inhibitors, primary screen, biochemical, luminescence, uHTS; Sentrin-specific protease 6 (Homo sapiens), Q9GZR1; Recombinant SENP6 catalytic domain, aminoluciferin luminescence; inhibition, % at 10 µM; 330,000 compounds, 1.8% hits; AID 2599, 2010;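 active = inhibition above about 50% at the single tested dose, limit read from the data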;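 note: plate controls were DMSO wells with enzyme for no effect and DMSO wells lacking enzyme for full effect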
PfGluPho inh – PfG6PD enzyme inhibitors, primary screen, biochemical, fluorescence intensity, uHTS. AID 504690, 2011. PfGluPho enzyme, NADPH resazurin-diaphorase fluorescence. inhibition, % at 20 µM. 350,000 compounds, 0.78% hits. glucose-6-phosphate dehydrogenase-6-phosphogluconolactonase (Plasmodium falciparum 3D7);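 active = inhibition reaching at least a set limit at 20 µM in the primary screen, cut at about 59% in these data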;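 note: 0% = DMSO wells with substrate and 100% = DMSO wells lacking glucose-6-phosphate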
SENP7 inh – SENP7 protease inhibitors, primary screen, biochemical, luminescence, uHTS; inhibition, % at 5 µM; 330,000 compounds, 1.5% hits; Sentrin-specific protease 7 (Homo sapiens), Q9BQF6; recombinant SENP7, Z-RLRGG-aminoluciferin luminescence, 40 min;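 active = inhibition above about 50% at the single test dose, limit read from the data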;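 note: plate controls were DMSO with enzyme for no effect and no enzyme buffer wells for full effect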
SENP1 inh – human SENP1 catalytic domain inhibitors, primary screen, biochemical, FRET, uHTS; inhibition, % at 10 µM; Sentrin-specific protease 1 (Homo sapiens), Q9P0U3; AID 624204, 2012; 360,000 compounds, 0.21% hits; recombinant SENP1 catalytic domain, CyPet-SUMO1-YPet FRET cleavage;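 active = inhibition at least 30% at 10 µM, raw YFP signal under a set limit, fluorescence ratio 0.5 to 1.5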;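 note: 0% = enzyme with DMSO and 100% = no enzyme wells; some results filed as inactive read as strong as hits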
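Test system: hSENP1 catalytic domain, recombinant; Amount: 20 pM final SENP1 enzyme; Medium: Tris pH 8 buffer plus EDTA, NaCl, BME, BSA, NP40, catalase; Schedule: 50 min enzyme reaction, room temperature, light-protected; Technique: FRET fluorescence in CFP and YFP emission channels; Controls: no-enzyme wells low, DMSO-plus-enzyme wells high control.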
SENP8 block-2 – SENP8 protease inhibitors, primary screen, biochemical, luminescence; Sentrin-specific protease 8 (Homo sapiens), Q96LD8; purified SENP8, Z-RLRGG-aminoluciferin cleavage; inhibition, % at 10 µM; 330,000 compounds, 1.2% hits; AID 2540, 2010; in the data active = inhibition above about 50%
Apaf-1 inh – inhibitors of human Apaf-1 apoptosome, primary screen, biochemical, DEVD-Rh110 fluorescence, uHTS. reconstituted apoptosome caspase-3 activity. AID 489030, 2010. Apoptotic protease-activating factor 1 (Homo sapiens), O14727. inhibition, % at 20 µM. 330,000 compounds, 0.71% hits; active = inhibition of at least 40% at 20 µM;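 note: plate controls were DMSO wells for no effect and DEVD-CHO caspase inhibitor wells for full effect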
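Material: biochemical Apaf-1 apoptosome reconstitution. Medium: Hepes buffer, pH 7.5. Also added: cytochrome c activation, bis-DEVD rhodamine 110 substrate. Timing: 30 min compound preincubation, 50 min activation, room temperature. Measured by: rhodamine 110 fluorescence at Ex 480/Em 540 nm.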
* hit, by the source's call; i = inactive; . = no result given.

SMILES	HKDC1 inhibitor	SENP8 block-1	SENP6 block	PfGluPho inh	SENP7 inh	SENP1 inh	SENP8 block-2	Apaf-1 inh
CCc1c(C)nc2c(C#N)c[nH]n2c1=O	0	-78	-9	25	-1	-17	-13	1
S=C(NCC1CCCO1)N1CCc2ccccc2C1 (stereo not drawn)	3	-2	0	-7	-8	-2	-4	-1
CC(C)c1nnc(NC(=O)C2CCN(c3cnccn3)CC2)s1	-3	-321	5	-3	-2	1	-2	-3
COC(=O)C(Cc1cnc(Cl)s1)(C(=O)OC)c1ccc([N+](=O)[O-])cc1[N+](=O)[O-]	6	9	3	8	3	2	6	8
CC(=O)NNc1cc(C)nc(NS(=O)(=O)c2ccc(C)cc2)n1	-7	5	-8	-11	-17	0	3	-1
O=C(Nc1cccc2c1CCCC2)c1ccc(F)cc1	-5	-1	16	3	-4	0	5	-10
Cc1cc(C)n(CC(=O)N/N=C/c2cc([N+](=O)[O-])ccc2O)n1	-20	12	-16	-37	-6	8	-23	11
COc1ccccc1S(=O)Cc1ccc(C(=O)NC2CCCC2)o1 (stereo not drawn)	3	-16	-17	9	1	6	-6	5
Cc1cc(C)cc(NC(=O)CCOc2ccccc2)c1	0	12	15	7	3	0	-5	0
CCOC(=O)N1CCN(Cc2c(NC(=O)c3ccco3)sc(C)c2C)CC1	-10	-12	3	14	1	2	11	16
CC(C)(CNC(=O)CO/N=C1/C=C2CCC3C(C(O)C[C@@]4(C)C3CC[C@]4(O)C(=O)CO)[C@@]2(C)CC1)C(O)C(=O)O (stereo partly drawn)	-1	2	-11	-6	4	-5	1	4
O=C(Nc1ccc2c(c1)OCO2)NC1CCN(Cc2ccccc2)CC1	-11	12	-17	12	0	0	-2	8
CCc1ccc(NS(=O)(=O)c2cccc3nonc23)cc1	-4	7	-27	-6	-2	8	-4	11
CC(=O)N1CCN(c2ccc(Oc3nnnn3-c3ccccc3)cc2)CC1	-5	18	1	2	-1	2	5	0
CC(C)c1ccc(C(=O)N(c2ccccn2)C(C)c2ccco2)cc1 (stereo not drawn)	1	10	-9	-5	-7	2	4	11
Cc1oc(-c2ccccc2Cl)nc1CS(=O)CC(=O)NCc1ccccc1Cl (stereo not drawn)	-7	-5	6	-8	5	0	1	4
CCOc1ccc(C(C)=O)cc1CN1C(=O)NC2(CCCCCCC2)C1=O	-4	3	6	3	0	3	2	7
CCn1c(SCC(=O)Nc2ccccc2OC)nc(O)cc1=O	-2	23	-3	-7	-3	0	8	-13
Cc1oc(-c2cc(F)cc(F)c2)nc1CN1CCN(C(=O)c2ccco2)CC1	-4	5	-14	-15	13	-2	-13	5
O=C(NCC1CCCO1)c1cc([N+](=O)[O-])ccc1Cl (stereo not drawn)	-14	7	-11	11	-6	0	-2	0
Cc1ccc2nsnc2c1NC(=O)c1cncc(Br)c1	6	-6	-1	19	5	2	0	6
O=C(Cn1ccc2ccccc2c1=O)NCCC(=O)Nc1ccc2c(c1)OCCO2	-3	-2	5	-14	-2	0	-5	-13
N#Cc1ccccc1OCCN1C(=O)c2ccccc2C1=O	4	26	-14	-9	-2	-1	-5	-2
Cc1nc2sc3c(c2c(=O)n1/N=C/c1cccnc1)CCCC3	4	13	11	4	-4	2	1	-1
Cc1cccc(Nc2nc(NCc3ccco3)nc(N)c2[N+](=O)[O-])c1	0	26	-23	-12	-1	0	3	12
O=c1[nH]c2ccccc2cc1-c1nnn(-c2ccc(F)cc2)n1	2	i	-14	8	9	-13	-16	13
COCCNS(=O)(=O)c1cccn1-c1ncc(C(F)(F)F)cc1Cl	-6	28	0	6	-3	-6	-4	-7
CN1C(=O)C(C)(C)c2cc(S(=O)(=O)N3CCN(c4cccc(Cl)c4)CC3)ccc21	2	3	-5	16	11	2	10	19
Cc1cc(O)c(C2=Nc3ccccc3SC(c3ccc(Cl)cc3)C2)c(=O)o1 (stereo not drawn)	8	-70	15	13	10	-18	-4	4
CCc1ccccc1NC(=O)Nc1c(C)n(C)n(-c2ccccc2)c1=O	-5	6	3	-3	-4	1	8	6
O=C(NCc1ccccc1Cl)c1cc(C(=O)C2CC2)c[nH]1	3	3	-2	8	4	3	-8	3
N/C(=N\OC(=O)Oc1ccccc1)c1ccc(Cl)cc1	0	10	3	-7	5	-4	3	-1
Cc1ccc(SCCNC(=O)c2ccc([N+](=O)[O-])c(C)c2)cc1	7	35	-23	15	-8	0	-8	6
COc1c(/C=N/Nc2nc(N3CCCCC3)nc(N3CCCCC3)n2)cccc1[N+](=O)[O-]	-4	23	-24	5	-3	1	-5	-3
Cc1ccc(/C=N/NC(=O)CN2CCN(Cc3ccccc3Cl)CC2)o1	-3	10	-27	7	5	0	-3	2
CS(=O)(=O)N(CC(=O)N1CCN(c2ccccc2F)CC1)C1CCCCC1	-7	6	-8	1	2	1	-7	-12
CC(=O)Nc1ccc(C2=NN(C)C(=NCc3ccccc3)SC2)cc1	1	3	11	12	9	-4	-2	-13
O=C(CCc1ccccc1)NC1C2CC3CC(C2)CC1C3 (stereo not drawn)	3	11	-27	-16	2	1	-1	4
CSc1nnc(C(C)(C)C)c(=O)n1/N=C/c1ccc(Cl)cc1	1	23	2	-5	1	3	-1	-4
C=CCOc1ccccc1CNc1ccccc1C	-5	-2	-1	1	2	0	-4	6
Cn1nnc2cc(C(=O)NCc3ccc4c(c3)OCO4)ccc21	-8	24	-7	12	-1	2	-2	-1
CC(C)(C)n1cnc(C(N)=O)c1N	2	30	2	-1	-5	-4	-9	-16
CCn1c(=O)cc(C(=O)OC)sc1=Nc1ccc(F)c(F)c1	2	9	14	-3	6	0	5	3
CC(OC(=O)CCCNC(=O)c1ccc(Cl)cc1)C(=O)N(C)Cc1ccccc1 (stereo not drawn)	0	2	-5	-9	1	0	8	11
COc1ccc(NC(=S)N2CCC(N(C)CC3CCCO3)CC2)cc1Cl (stereo not drawn)	-8	15	6	-1	-5	0	3	4
CC1(c2cccc(Br)c2)NC(=O)N(CC(=O)Nc2ccc(S(N)(=O)=O)cc2)C1=O (stereo not drawn)	-6	10	-22	3	-2	1	1	-2
Cc1ccc(SCC(=O)Nc2ccc3c(c2)C(=O)NC3=O)cc1	0	9	5	10	9	2	-4	5
O=C(NCCc1ccccc1)C1CCN(C(=O)c2sccc2-n2cccc2)CC1	-1	-2	0	6	-5	0	1	-3

Whole records from above.
COc1ccc(NC(=S)N2CCC(N(C)CC3CCCO3)CC2)cc1Cl (stereo not drawn) as listed: HKDC1 inhibitor = -8; SENP8 block-1 = 15; SENP6 block = 6; PfGluPho inh = -1; SENP7 inh = -5; SENP1 inh = 0; SENP8 block-2 = 3; Apaf-1 inh = 4
Cc1nc2sc3c(c2c(=O)n1/N=C/c1cccnc1)CCCC3 as listed: HKDC1 inhibitor = 4; SENP8 block-1 = 13; SENP6 block = 11; PfGluPho inh = 4; SENP7 inh = -4; SENP1 inh = 2; SENP8 block-2 = 1; Apaf-1 inh = -1

The listing continues.
SMILES	HKDC1 inhibitor	SENP8 block-1	SENP6 block	PfGluPho inh	SENP7 inh	SENP1 inh	SENP8 block-2	Apaf-1 inh
COC(=O)c1[nH]c2ccc(F)cc2c1NC(=O)Nc1ccc(OC)cc1	-3	-362	4	-9	2	0	0	-16
CCN(CC)CCCN=C1N[C@@H](c2ccccc2)C(C(=O)OC)=C(C)N1CC	5	-10	-9	5	-5	-6	1	9
COc1ccc(C2C(C(=O)c3cccs3)=C(O)C(=O)N2CCN2CCOCC2)c(OC)c1 (stereo not drawn)	-3	10	-6	-1	6	-1	0	5
CCC1C(c2ccccc2)=CCC(C(=O)O)C1C (stereo not drawn)	-3	12	.	-31	.	2	.	.
CCC(C)C(NC(=O)C1CCC(C)CC1)C(=O)NCc1ccccn1 (stereo not drawn)	2	1	-9	2	8	-1	0	8
Cc1cc(C)c2nc(N3C(=O)C(O)=C(C(=O)c4ccco4)C3c3cccc(O)c3)sc2c1 (stereo not drawn)	17	-225	3	-4	-3	-86	-5	17
COc1ccc([C@H]2C(C(=O)O)=C[C@@H](CC3CCCC3)N2S(=O)(=O)c2ccc(C)cc2)cc1OC	-1	-20	-7	-5	6	-4	7	7
Cc1nc(SCc2ccccc2F)c2oc3ccccc3c2n1	-1	3	-28	5	-7	1	-3	4
Cc1cc(Cl)nc(Cl)c1C(=O)N1CCOCC1	-7	13	-8	-4	-14	-1	-2	-1
O=C(COC(=O)/C=C/c1ccccc1Cl)NC(=O)NCc1ccccc1	-4	8	-12	-7	17	2	5	19
Cc1cc(C)n(-c2nc3c(c(=O)[nH]c(=O)n3C)n2C(C)C)n1	-7	15	-8	-8	-6	1	-12	5
CCOc1ccc(NC(=O)Cn2cncc2-c2ccc([N+](=O)[O-])cc2)cc1	-5	7	.	-5	.	-1	.	.
Cc1cc(Br)ccc1NC(=O)c1sc2ncnc(N3CCN(c4ccccn4)CC3)c2c1C	3	-10	-18	-12	-12	3	-14	11
O=C(c1cccs1)N1CCCC(c2nc3c(nnn3Cc3c(Cl)cccc3Cl)c(=O)[nH]2)C1 (stereo not drawn)	8	5	-4	-10	2	1	9	32
Cc1cccc(NC(=O)c2ccc(OC3CSC3)cc2)c1	-7	14	94*	10	97*	0	91*	16
CC(C)(C)C(=O)NC(=S)N1CCOCC1	-12	18	-1	19	-1	1	2	0
CCOC(=O)c1c(-c2ccccc2)csc1NC(=O)CSc1ccccc1	6	6	-10	21	-7	2	-6	11
COc1ccc2nc(NC(=O)CN3CCOCC3)sc2c1	1	10	-3	-7	6	1	2	4
CC(=O)c1cccc(NC(=O)COC(=O)CC2CC3CCC2C3)c1 (stereo not drawn)	-2	20	-12	28	5	1	4	4
N#Cc1c2ccc([N+](=O)[O-])cc2[n+]([O-])n1-c1ccccc1	.	28	-2	.	5	13	14	8
O=C(c1cccc(S(=O)(=O)N2CCc3ccccc32)c1)N1CCN(CCO)CC1	-1	8	-2	-6	-2	-1	-10	-3
O=C(CCc1nnc(-c2ccc3c(c2)OCO3)o1)N(Cc1ccncc1)CC1CCCO1 (stereo not drawn)	-4	6	7	-4	6	3	-3	-1
CCOc1ccc2oc(C(=O)OCC(=O)NC3CCCC3)c(C)c2c1	1	i	-3	8	0	-8	4	-2
Cc1ccc(SCCNC(=O)CN(c2ccc3c(c2)OCO3)S(C)(=O)=O)cc1	-7	11	-19	3	1	3	2	5

A draw from above in order of formula weight, descending.
SMILES	HKDC1 inhibitor	SENP8 block-1	SENP6 block	PfGluPho inh	SENP7 inh	SENP1 inh	SENP8 block-2	Apaf-1 inh
O=C(CCc1nnc(-c2ccc3c(c2)OCO3)o1)N(Cc1ccncc1)CC1CCCO1 (stereo not drawn)	-4	6	7	-4	6	3	-3	-1
CCOc1ccc2oc(C(=O)OCC(=O)NC3CCCC3)c(C)c2c1	1	i	-3	8	0	-8	4	-2
COc1ccc2nc(NC(=O)CN3CCOCC3)sc2c1	1	10	-3	-7	6	1	2	4
